Screens from PubChem.
A3G deaminase: APOBEC3G DNA deaminase inhibitors, primary screen, biochemical, fluorescence, single-stranded DNA substrate, uHTS | DNA dC->dU-editing enzyme APOBEC-3G (Homo sapiens), Q9HC16 | recombinant A3G, ssDNA deamination FAM/TAMRA fluorescence | inhibition, % at 20 µM | 330,000 tested, 0.28% active | AID 493012, 2011;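 active = inhibition of at least 40% at 20 µM, with no more than 30% in the related APOBEC3A deaminase screen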;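 note: plate controls were DMSO wells with A3G for no effect and wells lacking A3G enzyme for full effect; some compounds called inactive have numbers as strong as hits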
MPTP block: mitochondrial permeability transition pore inhibitors, primary screen, biochemical, isolated mouse mitochondria, absorbance; AID 602449, 2012; inhibition, % at 10 µM; 360,000 tested, 1.4% active; Ca2+ swelling absorbance, 30 min;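 active = inhibition of 50% or more, scaled per plate between neutral and stimulator controls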;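 note: 0% = DMSO wells given calcium and 100% = 1 mM EGTA wells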
CCR6 antag: CCR6 receptor antagonists, primary screen, cell-based, CHO-K1, luminescence, beta-arrestin, uHTS. AID 493098, 2011. CHO-K1 CCR6 PathHunter beta-arrestin, CCL20-stimulated. 340,000 tested, 0.49% active. C-C chemokine receptor type 6 (Homo sapiens), P51684. inhibition, % at 20 µM;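 active = compounds whose inhibition of the agonist-driven luminescence signal at 20 µM reaches about 50%, limit read from the data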;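 note: cells stimulated with CCL20 at 14 nM final; plate controls were DMSO with CCL20 for no effect and DMSO without agonist for full effect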
Target sequence (P51684 whole entry, looked up): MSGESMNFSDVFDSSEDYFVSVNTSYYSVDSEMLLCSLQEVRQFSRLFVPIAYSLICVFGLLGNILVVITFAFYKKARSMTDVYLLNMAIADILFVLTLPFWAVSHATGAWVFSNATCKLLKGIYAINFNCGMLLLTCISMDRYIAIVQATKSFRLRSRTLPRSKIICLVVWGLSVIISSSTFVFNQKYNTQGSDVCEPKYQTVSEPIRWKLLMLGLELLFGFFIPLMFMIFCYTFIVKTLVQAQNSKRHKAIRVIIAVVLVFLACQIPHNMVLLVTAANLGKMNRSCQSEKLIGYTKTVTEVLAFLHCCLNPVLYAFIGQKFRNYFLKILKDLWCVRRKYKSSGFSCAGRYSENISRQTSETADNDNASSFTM
APOBEC3A inh: APOBEC3A ssDNA deaminase inhibitors, primary screen, selectivity assay for APOBEC3G inhibitor project, biochemical, FAM/TAMRA oligo cleavage fluorescence | DNA dC->dU-editing enzyme APOBEC-3A (Homo sapiens), P31941 | recombinant A3A, FAM/TAMRA ssDNA deamination fluorescence | inhibition, % at 20 µM | 330,000 tested, 0.41% active | AID 493011, 2011;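 active = at least 40% inhibition at 20 µM here, with at most 30% in a related deaminase screen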;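 note: plate controls were A3A with DMSO for no effect and wells lacking A3A enzyme for full effect; some results filed as inactive read as strong as hits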
GRIN3A LBD mod: binders of NR3A ligand-binding domain, primary screen, biophysical, differential scanning fluorimetry, uHTS. Glutamate receptor ionotropic, NMDA 3A (GRIN3A) ligand-binding domain. 340,000 tested, 2.5% active. NR3A LBD differential scanning fluorimetry, Tm shift; 0% = protein alone, 100% = glycine-bound protein. Tm shift relative to glycine control, % at 25 µM;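 active = melting temperature shift of at least 10% of the positive control shift, at one fixed dose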
CXCR6 block: CXCR6 receptor inhibitors, primary screen, cell-based, beta-arrestin, luminescence, CHO-K1 PathHunter, 1536-well | AID 602244, 2012 | inhibition, % at 20 µM | 360,000 tested, 0.36% active; in the data active = inhibition above about 34%, passing the limit was not always enough;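 note: antagonist mode with CXCL16 agonist at 10 nM final; 0% = 10 nM CXCL16 with DMSO and 100% = unstimulated wells without agonist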
Target sequence (O00574 whole entry, looked up): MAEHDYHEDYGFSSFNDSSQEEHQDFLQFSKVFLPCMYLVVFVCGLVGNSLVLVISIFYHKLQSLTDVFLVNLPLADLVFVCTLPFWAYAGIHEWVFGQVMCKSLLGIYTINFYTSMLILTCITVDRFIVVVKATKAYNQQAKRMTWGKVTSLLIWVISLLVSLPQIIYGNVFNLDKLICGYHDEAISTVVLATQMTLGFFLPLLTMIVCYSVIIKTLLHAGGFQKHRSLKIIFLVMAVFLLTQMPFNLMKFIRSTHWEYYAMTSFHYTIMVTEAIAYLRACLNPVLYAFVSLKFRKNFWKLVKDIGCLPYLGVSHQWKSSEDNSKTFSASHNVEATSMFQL
EBI2 block: EBI2 receptor antagonists, beta-arrestin recruitment, primary screen, cell-based, luminescence, 7a,25-OHC stimulation, uHTS; 7a,25-OHC stimulated; inhibition, % at 5 µM; 360,000 tested, 0.81% active; AID 651636, 2012; in the data active = inhibition above about 38%;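 note: enzyme fragment complementation signal reports receptor beta-arrestin coupling in cells; 0% = agonist plus DMSO wells and 100% = wells without agonist; some results beyond the cut were filed as inactive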
Target sequence (P32249 whole entry, looked up, the tested form may be a part): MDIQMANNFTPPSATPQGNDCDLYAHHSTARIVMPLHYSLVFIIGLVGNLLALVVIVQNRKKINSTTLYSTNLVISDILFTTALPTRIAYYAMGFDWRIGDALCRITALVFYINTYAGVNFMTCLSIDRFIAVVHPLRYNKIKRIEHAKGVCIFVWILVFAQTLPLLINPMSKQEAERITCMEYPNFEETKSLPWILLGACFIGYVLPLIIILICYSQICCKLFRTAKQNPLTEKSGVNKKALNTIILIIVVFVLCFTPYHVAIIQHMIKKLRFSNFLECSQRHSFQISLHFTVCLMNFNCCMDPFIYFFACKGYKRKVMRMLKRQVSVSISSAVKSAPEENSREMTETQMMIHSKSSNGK
Gli-Sufu antag: Gli-Sufu pathway antagonists, primary screen, luciferase luminescence, Sufu-KO-LIGHT cells, uHTS; Sufu-KO-LIGHT fibroblasts, Gli luciferase reporter luminescence; AID 588413, 2011; inhibition, % at 5 µM; 340,000 tested, 0.74% active;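 active = inhibition above about 55%, limit read from the data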;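 note: 0% = DMSO-treated cells and 100% = wells with medium but no cells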
* = called active by the depositor; . = no result given.

Abbreviations: A = A3G deaminase; B = MPTP block; C = CCR6 antag; D = APOBEC3A inh; E = GRIN3A LBD mod; F = CXCR6 block; G = EBI2 block; H = Gli-Sufu antag
> O=C(c1ccccc1F)N1CCCC(C(=O)N2CCc3ccccc3C2)C1 (centres undefined)
  A: -13 | B: 1.5 | C: 10 | D: -4 | E: -1 | F: 0 | G: -8 | H: -2
> NC(=O)c1cc(S(=O)(=O)NCc2ccc(Br)cc2)cs1
  A: -9 | B: 0.8 | C: 0 | D: -7 | E: 0 | F: -2 | G: 2 | H: -6
> Cc1nnc(SCC(=O)NC(C)(C)C)n1NCc1ccc(Cl)cc1
  A: -9 | B: 1.4 | C: -2 | D: 2 | E: -2 | F: -1 | G: -5 | H: 7
> O=C(O)c1ccc(/C=N/O)cc1
  A: 9 | B: 0.8 | C: 2 | D: 4 | E: 1 | F: 5 | G: -20 | H: 2
> CCOc1ccc(S(=O)(=O)NNS(=O)(=O)c2ccc(C)cc2C)cc1
  A: -10 | B: 5.0 | C: 2 | D: -4 | E: 1 | F: 1 | G: 1 | H: -3
> COc1ccc(NC(=O)COC(=O)C2CC(=O)N(Cc3ccc(C)cc3)C2)cc1 (centres undefined)
  A: -9 | B: -0.3 | C: 13 | D: -4 | E: 3 | F: -2 | G: -5 | H: 27
> O=C1C(Cc2ccc(Br)cc2)SC(=Nc2ccccc2)N1c1ccccc1 (centres undefined)
  A: 1 | B: -0.3 | C: 13 | D: 2 | E: 2 | F: 12 | G: 7 | H: -8
> O=C(O)CC1SC(N/N=C/c2ccc(Br)cc2)NC1=O (centres undefined)
  A: -6 | B: -1.6 | C: 1 | D: 5 | E: -2 | F: -1 | G: 1 | H: -11
> COc1ccc(-c2nnc(SCC(=O)Nc3ccccc3OC)o2)cc1
  A: -6 | B: -1.6 | C: -6 | D: -7 | E: -1 | F: 7 | G: -3 | H: -5
> Cc1ccc(S(=O)(=O)CC(=O)NC2CC2)cc1
  A: 1 | B: -1.8 | C: 2 | D: 5 | E: -1 | F: -4 | G: -4 | H: 0

Complete entries, looked up by structure:
Entry for COc1ccc(-c2nnc(SCC(=O)Nc3ccccc3OC)o2)cc1 : A3G deaminase: -6; MPTP block: -1.6; CCR6 antag: -6; APOBEC3A inh: -7; GRIN3A LBD mod: -1; CXCR6 block: 7; EBI2 block: -3; Gli-Sufu antag: -5
Entry for O=C(c1ccccc1F)N1CCCC(C(=O)N2CCc3ccccc3C2)C1 (centres undefined) : A3G deaminase: -13; MPTP block: 1.5; CCR6 antag: 10; APOBEC3A inh: -4; GRIN3A LBD mod: -1; CXCR6 block: 0; EBI2 block: -8; Gli-Sufu antag: -2

(list continues)
Abbreviations: A = A3G deaminase; B = MPTP block; C = CCR6 antag; D = APOBEC3A inh; E = GRIN3A LBD mod; F = CXCR6 block; G = EBI2 block; H = Gli-Sufu antag
> Cc1cc(C)c(/C([O-])=C(/C(=S)Nc2ccc(SC(F)F)cc2)[n+]2ccccc2)cc1C
  A: -11 | B: -0.5 | C: 18 | D: -9 | E: -4 | F: 13 | G: 14 | H: 16
> COc1ccc(OC)c(/C=C/c2ccnc3ccccc23)c1
  A: . | B: 0.2 | C: 4 | D: . | E: -1 | F: 2 | G: -5 | H: 8
> O=c1[nH]c(CN2CCN(S(=O)(=O)c3cccs3)CC2)nc2c(Br)cc(Br)cc12
  A: 0 | B: -1.5 | C: 16 | D: 7 | E: 5 | F: 8 | G: 54* | H: 21
> Cc1cccc(N(CC(=O)N/N=C/c2ccc(OCC(=O)NCc3ccco3)cc2)S(C)(=O)=O)c1C
  A: 1 | B: -3.0 | C: 37 | D: 1 | E: 7 | F: -13 | G: 2 | H: -1
> O=C(COC(=O)c1ccc(F)cc1)Nc1nc2ccc([N+](=O)[O-])cc2s1
  A: -6 | B: 0.7 | C: 3 | D: 3 | E: 1 | F: 5 | G: 6 | H: 3
> O=C(Nc1ccccn1)c1ccc(CN(c2ccccc2)S(=O)(=O)c2ccccc2)cc1
  A: -4 | B: 1.3 | C: 14 | D: -6 | E: -2 | F: 0 | G: 29 | H: 4
> Cc1nn(CCC(N)=S)c2nc(-c3cccs3)cc(C(F)(F)F)c12
  A: 16 | B: 19 | C: 20 | D: 0 | E: -4 | F: 12 | G: 21 | H: -6
> Cc1cc(C(=O)CSc2nnnn2C)c(C)n1CCc1ccc(F)cc1
  A: -1 | B: 0.5 | C: 10 | D: -1 | E: -1 | F: -4 | G: -3 | H: 1
> O=C(/C=C/Nc1ccc(OC(F)(F)F)cc1)C(F)(F)F
  A: -5 | B: 1.8 | C: 17 | D: -1 | E: -3 | F: -2 | G: -6 | H: -54
> CCOc1ccc(/C=N/NC(=O)c2ccc(O)cc2)cc1CN1CC2CC(C1)c1cccc(=O)n1C2 (centres undefined)
  A: -2 | B: -0.2 | C: 7 | D: -1 | E: 2 | F: -1 | G: 6 | H: -4
> CC1(C)CC(=O)c2cc(O)ccc2O1
  A: -6 | B: 0.1 | C: 10 | D: 1 | E: -7 | F: -12 | G: -2 | H: -7
> O=S(=O)(NNc1ccc(Cl)nn1)c1ccc(F)cc1
  A: -7 | B: -0.9 | C: -20 | D: 2 | E: 0 | F: -3 | G: 1 | H: 2
> O=C(O)c1ccc(-c2noc(-c3cccc(Cl)c3)n2)cc1
  A: -5 | B: 1.2 | C: 11 | D: -2 | E: 3 | F: -7 | G: -7 | H: -19
> CC(C)CC(NC(=O)c1ccc(C#CC(C)(C)O)s1)C(=O)O (centres undefined)
  A: -7 | B: -1.1 | C: 20 | D: -3 | E: 1 | F: 0 | G: -8 | H: 3
> O=[N+]([O-])c1ccc(C2=Nc3cc(Cl)ccc3OC2)cc1
  A: -9 | B: 0.9 | C: 6 | D: 4 | E: -5 | F: -22 | G: 2 | H: -16
> Cc1ccc(C(=O)N2CCN(c3cccc(Cl)c3)CC2)cc1C
  A: -7 | B: -1.7 | C: 6 | D: -5 | E: 8 | F: 1 | G: 4 | H: 12
> Cc1ccc(CNC(=O)CSc2nc(C)cc(C)c2C#N)cc1
  A: -5 | B: 0.4 | C: 10 | D: 0 | E: -1 | F: -5 | G: 11 | H: -8
> Cc1cc(CNC(=O)[C@H]2C[C@@H]2[C@H](NP(=O)(c2ccccc2)c2ccccc2)c2ccccc2)nn1C
  A: 6 | B: . | C: -13 | D: 1 | E: 6 | F: . | G: . | H: 4
> CC(C)c1[nH]nc2c1C1(CCN(Cc3ccccc3)CC1)C(C#N)=C(N)O2
  A: -4 | B: -0.1 | C: -1 | D: -3 | E: -1 | F: 0 | G: 2 | H: 12
> CCOC(=O)c1c(C)n(OCc2ccccc2)c2ccc3c(no[n+]3[O-])c12
  A: -8 | B: 0.8 | C: 17 | D: -3 | E: -2 | F: 12 | G: 16 | H: 5
> C#CCOCCOCCOCCNc1nc(N2CCOCC2)nc(N2CCN(C(=O)CCCCCCCCCCNC(=O)[C@H]([C@@H](C)CC)n3cc(CCCCN=C(N)N)nn3)CC2)n1
  A: 4 | B: -5.3 | C: 23 | D: 0 | E: -3 | F: -6 | G: 8 | H: -4
> O=c1c(Br)c(N2CCCCC2)cnn1-c1ccccc1
  A: -7 | B: 2.4 | C: 4 | D: 0 | E: 1 | F: 9 | G: -17 | H: -96
> Cc1nnc(SCC(=O)N(C2CCCCC2)C2CCS(=O)(=O)C2)n1C (centres undefined)
  A: -10 | B: -0.3 | C: 0 | D: 4 | E: 0 | F: -2 | G: -5 | H: 1
> CCCC(C(=O)NC(C)(C)C)N(CC1CCCO1)C(=O)CNS(=O)(=O)c1ccc(F)cc1 (centres undefined)
  A: -5 | B: -0.3 | C: -3 | D: -2 | E: -2 | F: 6 | G: 6 | H: 0
> COc1ccc(NC(=O)CSc2nc3ccsc3c(=O)n2CCC(=O)O)c(OC)c1
  A: -4 | B: -2.4 | C: 0 | D: -5 | E: 8 | F: 0 | G: -4 | H: -12
> O=C(Cc1nc2ccccc2[nH]1)c1cccc([N+](=O)[O-])c1
  A: 7 | B: 91* | C: 24 | D: -6 | E: -1 | F: -1 | G: -21 | H: 1
> COc1cccc2c1C(=O)C=C(C)C2=O
  A: -6 | B: 0.3 | C: 14 | D: 3 | E: -7 | F: 2 | G: -12 | H: 17
> COc1cc(/C=C/C(=O)OCC(=O)NC2CCS(=O)(=O)C2)ccc1OC(F)F (centres undefined)
  A: -7 | B: -0.9 | C: -2 | D: -3 | E: -1 | F: 6 | G: -5 | H: -7
> O=C(COc1ccc2c(c1)OCO2)Nc1nnc(Cc2ccccc2)s1
  A: 25 | B: -1.1 | C: 7 | D: -1 | E: 1 | F: -1 | G: -7 | H: -15
> CC(C)Cc1cc(C(=O)NCc2cccnc2)no1
  A: -5 | B: 1.3 | C: 3 | D: -4 | E: -15 | F: 8 | G: -1 | H: -28
> CCCN1CCN(C(=O)Cn2nc(C)n3c(cc4c(OC)cccc43)c2=O)CC1
  A: . | B: -1.4 | C: 9 | D: . | E: -1 | F: 0 | G: -10 | H: -7
> CCOC(=O)C1(CCCc2ccccc2)CCN(C(=O)c2cnc(C)cn2)CC1
  A: 0 | B: -0.3 | C: 11 | D: 1 | E: 0 | F: -16 | G: 5 | H: 4
> CCNC(=S)Nc1cc(OCC)c(N2CCOCC2)cc1OCC
  A: -6 | B: -0.3 | C: 6 | D: -3 | E: -1 | F: -1 | G: -7 | H: 2
> Cc1ccc(/C=C2\SC(=S)N(CCCC(=O)Nc3ccc(O)cc3)C2=O)cc1
  A: -5 | B: 2.0 | C: 17 | D: 4 | E: -2 | F: -8 | G: -3 | H: 42
> COc1cccc(C(=O)OC(C)C(=O)NCC2CCCCC2)c1 (centres undefined)
  A: -6 | B: 0.4 | C: 5 | D: -4 | E: 1 | F: 5 | G: 5 | H: 4
> COc1ccc2oc(C(=O)OCC(=O)N3CCCCC3C)c(C)c2c1 (centres undefined)
  A: 0 | B: -0.4 | C: 14 | D: 4 | E: 0 | F: 0 | G: -2 | H: -4
> CCC(C)NC(=O)c1cc(Cl)ccc1OC (centres undefined)
  A: -5 | B: 0.6 | C: -6 | D: -4 | E: 5 | F: 4 | G: -1 | H: -5
> COC(=O)c1c(C)[nH]c(C)c1-c1ccccc1Cl
  A: -10 | B: -1.6 | C: -10 | D: -4 | E: 3 | F: -2 | G: 2 | H: -5
> CC1(C)CC(=O)c2c(O)cc(OCC(=O)N3CCN(c4ccccc4)CC3)cc2O1
  A: -2 | B: -0.5 | C: 10 | D: 3 | E: 1 | F: 1 | G: -1 | H: 1
> O=C1CC(NCC2CCCO2)C(=O)N1c1ccc(F)cc1 (centres undefined)
  A: -7 | B: -1.2 | C: 3 | D: -1 | E: -2 | F: -5 | G: -6 | H: -2
> CCOc1ccc(/C=C/C(=O)c2c(O)cc(C)oc2=O)cc1
  A: -7 | B: -0.3 | C: -1 | D: -8 | E: -1 | F: 4 | G: 9 | H: -31
> O=C(CNC(=S)N(CCCN1CCOCC1)Cc1cccs1)N1CCCCCC1
  A: -13 | B: -0.5 | C: -18 | D: -6 | E: 3 | F: -6 | G: -10 | H: -7
> c1cncc(-c2nc3ccccn3c2Nc2ccc3c(c2)OCCO3)c1
  A: 5 | B: -0.9 | C: 3 | D: 3 | E: -3 | F: -3 | G: 0 | H: -5
> O=C(CSc1nc2nn(-c3ccccc3)c(=O)c-2c2n1CCCCC2)c1ccc(OC(F)F)cc1
  A: -6 | B: -1.5 | C: 14 | D: -2 | E: -3 | F: 13 | G: 19 | H: 7
